From PubChem
PLK1 PBD block: qHTS for Inhibitors of PLK1-PDB (polo-like kinase 1 - polo-box domain): Primary Screen. Plk1 PBD binding of FITC phosphopeptide, fluorescence polarization. Serine/threonine-protein kinase PLK1 (Homo sapiens), P53350. hit rate 2.8% among 360,000. Potency, µM, inactives show max response, negative = inhibition, usual class: inhibitors; further: potency means the concentration at half of the fitted maximal effect; series mostly up to about 57 µM; on the % scale 0 is the no-effect control and ±100 the full control effect; nearly all actives have a fitted effect of over 65% in size
GLP1R ag: qHTS of GLP-1 Receptor Agonists; Potency, µM (highest dose often 45.6 µM), for inactives: top-dose activation, hits mostly activators; Glucagon-like peptide 1 receptor (Homo sapiens), P43220; HEK293 GLP-1R CRE-luciferase, luminescence, 4-6 h; cells express a hypersensitive GLP-1R form; hit rate 0.007% among 380,000; further: potency means the concentration at half of the fitted maximal effect; % of control where 0% means no effect
Target sequence (P43220 whole entry, looked up): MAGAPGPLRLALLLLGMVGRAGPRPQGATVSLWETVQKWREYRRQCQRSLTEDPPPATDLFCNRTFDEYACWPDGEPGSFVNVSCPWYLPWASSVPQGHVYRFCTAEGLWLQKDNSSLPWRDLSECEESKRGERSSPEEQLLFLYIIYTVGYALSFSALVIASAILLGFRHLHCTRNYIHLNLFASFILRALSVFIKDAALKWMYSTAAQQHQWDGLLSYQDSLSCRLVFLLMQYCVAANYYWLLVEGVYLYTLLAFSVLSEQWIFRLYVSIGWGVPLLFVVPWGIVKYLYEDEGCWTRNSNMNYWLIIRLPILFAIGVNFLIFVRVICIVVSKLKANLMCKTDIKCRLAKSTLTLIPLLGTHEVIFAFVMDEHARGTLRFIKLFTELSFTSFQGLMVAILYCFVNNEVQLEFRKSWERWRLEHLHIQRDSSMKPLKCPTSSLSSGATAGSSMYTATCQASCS
GLP1R cytotox: qHTS of GLP-1 Receptor Inverse Agonists: Cytotox Screen; Potency, µM (titrated, usually from 38.3 µM), without a hit: at the highest dose activity change, negative = inhibition, most hits filed as inhibitors; hit rate 0.13% among 410,000; HEK293 cAMP-luciferase reporter cells, luminescence, 24 h;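 further: loss of luciferase light is scored as toxicity; potency means the concentration at half of the fitted maximal effect; on the % scale 0 is the no-effect control and ±100 the full control effect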
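Compound-treated cells are incubated 24 hr at 37 deg C under 5% CO2 after a 12 hour attachment period, then luciferase detection reagent is added and luminescence is measured following 12 min at room temperature; lowered signal indicates toxicity.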
WRN helicase inh: qHTS for Inhibitors of WRN Helicase | AID 651768, 2012 | WRN helicase unwinding, fluorescent forked duplex, kinetic | Potency, µM (highest dose often 114 µM), without a hit: at the top dose activity change, negative = inhibition, usual class: inhibitors | Bifunctional 3'-5' exonuclease/ATP-dependent helicase WRN (Homo sapiens), Q14191 | hit rate 0.46% among 360,000; further: potency means the concentration at half of the fitted maximal effect; on the % scale 0 is the no-effect control and ±100 the full control effect; nearly all actives have a fitted effect of over 55% in size
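Enzyme (20 nM final) and test compound sit together 15 min at room temperature before substrate addition. Substrate is a single-forked duplex oligonucleotide (100 nM) labelled with fluorophore and quencher, with 2 mM ATP; helicase unwinding raises red fluorescence, read kinetically.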
IL2 activator: qHTS of IL-2 Activators | AID 652025, 2013 | IL-2 activation reporter assay, cell-based qHTS; stimulated with anti-CD3/CD4/CD28 beads; in transgenic mouse T cells | activation, % (series mostly up to about 46 µM) | hit rate 0.065% among 360,000; in the data active means activation above about 50%; inconclusive means mostly about 30% to 49%; further: 0% is about no effect
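First, unstimulated transgenic mouse T cells were exposed to compound for 60 min. Next, anti-CD3/anti-CD4-coated beads with anti-CD28 were added. Finally, after 18 h at 37 degrees C, EGFP and DsRed were imaged.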
PI5P4Ka inh: qHTS for Inhibitors of phosphatidylinositol 5-phosphate 4-kinase (PI5P4K); Phosphatidylinositol 5-phosphate 4-kinase type-2 alpha (Homo sapiens), P48426; PI5P4Kalpha enzyme, ADP-Glo luminescence, 60 min; hits give low values; max response, %; hit rate 1.2% among 330,000; AID 652105, 2013; active means max response of -50% or lower; inconclusive means between -30% and -50%; inactive means -30% or higher; further: value at the top dose of about 77 µM; on the % scale 0 is the no-effect control and ±100 the full control effect
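ADP-Glo luminescence end-point read after a 60 min room-temperature kinase reaction of PI5P4Kalpha plus substrate, initiated with ATP at 5 microM final. Buffer: 0.038 M HEPES pH 7.4, EGTA, 0.1% CHAPS, 5% DMSO.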
D3 ag: qHTS of D3 Dopamine Receptor Agonist: qHTS. hit rate 0.58% among 410,000. D(3) dopamine receptor (Homo sapiens), P35462. max activation, %. D3R DiscoveRx beta-arrestin cells, luminescence, 90 min; in the data active means max activation above about 30%; further: 0% is about no effect; mostly tested at two doses, the higher about 12 µM
Target sequence (P35462 whole entry, looked up): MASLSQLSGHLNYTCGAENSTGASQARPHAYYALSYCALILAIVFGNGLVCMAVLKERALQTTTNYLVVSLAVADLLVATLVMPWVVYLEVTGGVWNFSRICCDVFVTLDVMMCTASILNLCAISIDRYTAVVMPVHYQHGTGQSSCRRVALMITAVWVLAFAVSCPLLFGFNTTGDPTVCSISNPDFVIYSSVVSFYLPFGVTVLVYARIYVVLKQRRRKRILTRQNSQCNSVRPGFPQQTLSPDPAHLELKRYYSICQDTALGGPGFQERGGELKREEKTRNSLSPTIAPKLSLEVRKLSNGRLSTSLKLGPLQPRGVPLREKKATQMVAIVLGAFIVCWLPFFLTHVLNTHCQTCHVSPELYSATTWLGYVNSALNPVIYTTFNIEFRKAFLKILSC
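Cells at 1500/well, incubated overnight, then treated with pinned compounds (dopamine as control) for 90 min at 37 degrees C. DiscoveRx reagent added for 30 - 60 minutes at room temperature; luminescence read.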
GLP-1R inv ag: qHTS of GLP-1 Receptor Inverse Agonists (Inhibition Mode). hit rate 1.6% among 410,000. Glucagon-like peptide 1 receptor (Homo sapiens), P43220. HEK293 GLP-1R CRE-luciferase, luminescence, 24 h; GLP-1R form is constitutively active. Potency, µM (series often up to 38.3 µM), for the others: at the highest dose activity change, negative = inhibition, most hits filed as inhibitors; further: potency means the concentration at half of the fitted maximal effect; on the % scale 0 is the no-effect control and ±100 the full control effect; nearly all actives have a fitted effect of over 55% in size
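Seeding at 200 cells/uL, 12 h culture, 24 hr compound treatment, then luciferase reagent and a luminescence read; cells are HEK293 stably expressing a constitutively active GLP-1R plus cAMP-responsive luciferase.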
DRD3 antagonist: qHTS of D3 Dopamine Receptor Antagonist: qHTS | D3R cells, DiscoveRx beta-arrestin luminescence, antagonist mode; hits give low values | max response, negative = inhibition, % | hit rate 2.5% among 360,000; in the data active means max response below about -50%; inconclusive means no clear call, values can overlap the other calls; further: on the % scale 0 is the no-effect control and ±100 the full control effect; mostly tested at two doses, the higher about 12 µM
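Cells expressing the human receptor were seeded at 1500 cells/well, incubated overnight at 37 degrees C in 5% CO2, then exposed to library compounds with dopamine controls for 90 minutes at 37 degrees C before luminescent detection.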
Numbers without * were called inactive; ? = inconclusive; · = no result given; [ ] = dose if it differs, or a comment. Unless noted, the call rests on the fitted dose curve; in most records, active means well fitted curve in the direction sought with a large enough effect; inconclusive means small, poorly fitted or top-dose-only effect, or another doubt; inactive means no such curve, though single readings can be large; an effect the other way counts as inactive or inconclusive. No enrichment for hits; about 7.8% have a hit in one of these screens.

SMILES	PLK1 PBD block	GLP1R ag	GLP1R cytotox	WRN helicase inh	IL2 activator	PI5P4Ka inh	D3 ag	GLP-1R inv ag	DRD3 antagonist
CC(C)(C)NC(=O)COC(=O)c1ccc(Cl)cc1O	-2.0%	1.3%	-1.4%	-8.0%[57.1 µM]	-1.7	2.2	-2.1	?	-14.5
O=C1CC(C(=O)N2CCc3ccccc32)CN1c1cccc(C(F)(F)F)c1 (stereo not drawn)	-1.4%	-16.0%	-21.3%	9.2%	0.2	2.9	-4.5	-12.3%	2.8
CCCc1nc(-c2cc3ccccc3[nH]c2=O)no1	-1.1%	17.5%	5.6%	-3.5%	-0.5	-1.5	26.4	21.3%	7.9
O=C(O)c1ccc(N/N=C/c2c(F)cccc2Cl)cc1	-6.1%	-4.6%	-2.2%	0.6%[57.1 µM]	-3.6	-1.6	7.8	5.01µM*	-2.5
CN(Cc1ccco1)C(=O)c1ccc(OC2CCN(Cc3ccccn3)CC2)cc1	-7.9%	-2.1%	-15.9%	3.3%	-0.5	-1.2	-2.6	16.3%	-16.3
COc1ccc(CN(C)C(=O)c2ccc(COc3ccccc3)cc2)c(OC)c1	-0.9%	22.0%	0.1%	-4.2%[57.1 µM]	-0.4	6.1	-15.7	?	-4.6
CCOC(=O)C(CSCc1ccccc1)NC(=O)OC(C)(C)C (stereo not drawn)	-14.3%	-7.9%	17.7%	-37.9%[57.1 µM]	-2.2	5.9	-6.5	?	-15.4
O=C(CC1C(=O)NCCN1Cc1ccccc1C(F)(F)F)NCCn1cccn1 (stereo not drawn)	-4.3%	3.7%	-4.9%	0.9%[57.1 µM]	-0.9	-0.1	6.3	11.1%	-4.3
CC(C)(C)N1C(=O)Cc2c1nc(N)c1c(N)nc(N3CCCCC3CO)c(C#N)c21 (stereo not drawn)	-19.1%	1.2%	18.3%	?	0.2	-58.2*	0.0	13.7%	15.9
O=C(c1ccc(Cl)c([N+](=O)[O-])c1)N1CCCc2ccccc21	-14.1%	0.4%	-7.0%	-1.7%	-0.9	-3.1	-1.1	-26.8%	-16.5

Filtered by structure: those above with four or more nitrogen atoms
SMILES	PLK1 PBD block	GLP1R ag	GLP1R cytotox	WRN helicase inh	IL2 activator	PI5P4Ka inh	D3 ag	GLP-1R inv ag	DRD3 antagonist
O=C(CC1C(=O)NCCN1Cc1ccccc1C(F)(F)F)NCCn1cccn1 (stereo not drawn)	-4.3%	3.7%	-4.9%	0.9%[57.1 µM]	-0.9	-0.1	6.3	11.1%	-4.3
CC(C)(C)N1C(=O)Cc2c1nc(N)c1c(N)nc(N3CCCCC3CO)c(C#N)c21 (stereo not drawn)	-19.1%	1.2%	18.3%	?	0.2	-58.2*	0.0	13.7%	15.9

Continuation.
SMILES	PLK1 PBD block	GLP1R ag	GLP1R cytotox	WRN helicase inh	IL2 activator	PI5P4Ka inh	D3 ag	GLP-1R inv ag	DRD3 antagonist
CC(=O)Nc1ccc(S(=O)(=O)NCC(=O)OCC(=O)NCCc2ccccc2)cc1	-27.2%	-6.7%	4.5%	-5.1%	0.3	2.9	1.8	-4.2%	-5.2
COc1ccc(Nc2oc(COc3ccc(Cl)cc3)nc2C#N)cc1	-12.6%	-1.2%	?	-3.8%[57.1 µM]	-2.3	0.5	0.3	?	-10.3
CCCCc1ccc(NC(=O)CN2C(=O)C3CCCCC3C2=O)cc1 (stereo not drawn)	0.5%	-3.5%	-17.1%	-7.6%	-0.8	-1.5	1.6	?	-6.6
NS(=O)(=O)c1ccc(NC(=O)CN2C(=O)CCC2=O)cc1	-2.1%	5.5%	-20.8%	-0.5%	0.0	0.1	1.2	-2.6%	-7.1
Cn1ccsc1=NC(=O)c1ccc([N+](=O)[O-])o1	-24.6%	-0.1%	0.0%	?	-1.7	-59.9*	-0.9	11.8%	-15.9
CC1CCN(C(=O)CN(c2ccc3c(c2)OCCO3)S(=O)(=O)c2ccccc2)CC1	-5.3%	19.8%	-31.0%	-9.9%	-2.9	8.3	-4.4	5.4%	7.3
CCN1CCN(c2nc(-c3ccc(F)cc3)cc(=O)[nH]2)CC1	-8.6%	11.0%	1.7%	1.8%	-2.3	3.3	-22.6	0.2%	19.7
CCC1(CC)N=C(c2ccccc2)C(=S)N1	-5.2%	3.5%	0.5%	-0.6%	0.6	2.0	4.7	0.0%	-10.4
CN1CCN(C(=O)/C=C/c2ccc(Cl)c(Cl)c2)CC1	5.1%	-0.8%	-4.0%	-5.1%	-2.0	1.8	-21.8	-25.8%	-1.4
Cc1ccc2sc(N(CCCN(C)C)C(=O)c3ccc(Br)s3)nc2c1C	2.2%	5.3%	?	-0.4%	-3.1	-24.9	-23.5	?	?
O=C(NC1CCCC1)C1c2ccccc2OCC(=O)N1C1CC1 (stereo not drawn)	-3.6%	-1.4%	4.7%	-1.2%	1.1	0.0	2.1	13.4%	0.0
CCc1nnc(NC(=O)C2CCN(C(=O)NC3CCCCC3)CC2)s1	-2.2%	3.2%	-14.1%	-9.1%	0.1	-7.6	3.6	7.3%	18.2
COc1ccc(C(C)(O)c2nc(-c3cc(F)cc(F)c3)cs2)cc1 (stereo not drawn)	4.8%	17.5%	-13.6%	-8.2%	0.2	30.3	1.2	?	2.5
O=C(N/N=C/C(Br)=C/c1ccccc1)c1cnccn1	-4.9%	20.0%	?	-6.1%	-2.8	6.8	-16.3	?	-25.8
CN(N=Nc1cccc([N+](=O)[O-])c1)c1ccccc1	-14.3%	13.2%	-6.6%	1.8%	-0.1	17.0	-11.4	15.7%	?
O=C(Nc1cccnc1Cl)c1cc(-c2ccccc2O)on1	-2.5%	10.7%	-1.9%	-10.6%	0.2	5.2	2.1	40.7%[activator]	-6.1
COc1ccc(OC)c(NC(=O)C2CCCN(S(C)(=O)=O)C2)c1 (stereo not drawn)	-4.3%	-0.3%	2.1%	4.3%	1.1	11.0	11.3	3.4%	-5.2
COC(=O)c1ccc2nc(-c3ccc(C)cc3)c(Cc3cccc(F)c3)n2c1	12.5%	11.7%	0.7%	4.6%	0.4	-2.2	20.9	3.8%	100.4
COc1ccc(C(=O)N[C@H](C(=O)NC2CCCCC2)C(C)C)cc1	-2.1%	-2.8%	3.1%	11.2%	0.3	3.0	-7.9	8.3%	-15.1
O=C1/C(=C/c2cccnc2)SC(=NCc2ccccc2)N1Cc1ccccc1	1.4%	-3.9%	-1.0%	3.6%	-2.7	30.2	-21.7	11.1%	2.3
CCCCN1CC(C(=O)NCc2ccc(C)cc2)CC1=O (stereo not drawn)	-14.6%	0.6%	9.1%	7.0%	-0.6	13.7	-8.2	8.8%	-8.4
Cc1nnc(N/N=C/c2ccc(O)c([N+](=O)[O-])c2)[nH]c1=O	-0.5%	0.2%	-5.7%	-18.8%[57.1 µM]	-1.9	7.8	-10.2	11.7%	-14.3
COc1ccc(-n2c(SCC(=O)Nc3ccc4c(c3)OCO4)nc3c([nH]c4ccccc43)c2=O)cc1	·	-5.0%	-11.3%	·	·	·	-9.7	1.5%	·
Cc1cccc(C(=O)NC2CCN(CC(=O)Nc3ccccc3Cl)CC2)c1	2.7%	2.6%	0.6%	8.5%	-0.5	4.5	4.0	-5.5%	20.8
CSc1ccc(NC(=O)N2CC(C)OC(C)C2)cc1 (stereo not drawn)	-9.6%	2.0%	-7.6%	3.0%	2.2	0.9	-9.0	2.2%	3.6
CCOC(=O)N1CCN(S(=O)(=O)CCNC(=O)c2ccc(OC)cc2)CC1	-6.9%	-4.6%	1.7%	7.7%	-3.2	-2.7	-11.4	4.9%	25.4
CCN1C[C@@H]2[C@@H]3C(=O)N(Cc4ccccc4)C(=O)[C@@H]3[C@](C)(C1=O)N2C(=O)c1ccc(F)cc1	-2.6%	-4.5%	0.0%	0.3%	-0.6	-0.3	1.0	-0.8%	11.1
Cc1nnc(NC(=O)C2CCN(C(=O)c3ccco3)CC2)s1	-26.4%	13.6%	-10.5%	9.4%	0.5	2.6	-1.9	-1.7%	-3.6
Cc1ccc(-c2cc(C(=O)NN=C3CCCC3)c3ccccc3n2)cc1	-3.3%	1.0%	-21.7%	-3.0%	0.3	3.4	-2.3	-3.1%	-1.7
O=[N+]([O-])c1ccc(OCC(O)CN(C2CCCCC2)C2CCCCC2)cc1 (stereo not drawn)	?	4.4%	0.4%	-15.9%	-0.4	8.5	-5.0	?	11.4
O=C(Nc1ccc(N2CCN(C(=O)c3cccs3)CC2)c(Cl)c1)c1ccco1	-20.9%	-16.3%	4.4%	-7.1%	0.9	·	2.8	-8.4%	40.1
Cc1ccccc1C(=O)NNC(=O)C1CC(=O)N(c2ccc3c(c2)OCCO3)C1 (stereo not drawn)	-1.1%	1.1%	-1.7%	5.8%	-0.2	-6.3	-1.4	12.0%	-14.0
CCCN(CCC)CCCNC(=O)C1c2cc(OC)c(OC)cc2C(=O)N(C)C1c1cccnc1 (stereo not drawn)	5.8%	-1.4%	-1.0%	-15.6%	-1.5	-3.2	-5.1	5.5%	-10.5
CCCCC(=O)Nc1cccc(NC(=O)c2ccccc2Br)c1	-6.0%	-10.7%	-28.0%	5.4%	-2.3	·	1.4	0.0%	-61.1*
COc1cc2c(cc1OC)CN(C(=O)c1ccc(-c3ccccc3)cc1)CC2	-2.6%	29.9%	3.3%	-4.5%	-0.3	4.5	3.9	?	13.1
O=C(c1ccc(=O)oc1)N1CCN(C(c2ccccc2)c2ccccc2)CC1	-9.6%	-16.5%	-4.5%	-23.4%	2.2	·	-12.7	-5.9%	?
CN1CCN(C(=O)c2ccc(N(Cc3ccccc3Cl)S(C)(=O)=O)cc2)CC1	2.4%	-4.2%	-10.7%	2.3%	-0.5	-3.3	3.7	2.2%	?
